Screening results from PubChem BioAssay.
BoNT A protease = inhibitors of Botulinum neurotoxin A light chain protease; inhibition, % at 10 µM; multiplex microsphere protease substrate cleavage, flow cytometry; AID 588499; 360,000 compounds, 0.17% hits; further: plate controls were buffer without enzyme for full effect and enzyme alone for no effect
Anthrax LF inh2 = anthrax lethal factor protease inhibition | AID 588501 | inhibition, % at 10 µM | 360,000 compounds, 0.12% hits | P15917 | multiplex microsphere protease cleavage assay, LF; further: plate controls were buffer without enzyme for full effect and enzyme alone for no effect
Target sequence (P15917 whole entry, looked up): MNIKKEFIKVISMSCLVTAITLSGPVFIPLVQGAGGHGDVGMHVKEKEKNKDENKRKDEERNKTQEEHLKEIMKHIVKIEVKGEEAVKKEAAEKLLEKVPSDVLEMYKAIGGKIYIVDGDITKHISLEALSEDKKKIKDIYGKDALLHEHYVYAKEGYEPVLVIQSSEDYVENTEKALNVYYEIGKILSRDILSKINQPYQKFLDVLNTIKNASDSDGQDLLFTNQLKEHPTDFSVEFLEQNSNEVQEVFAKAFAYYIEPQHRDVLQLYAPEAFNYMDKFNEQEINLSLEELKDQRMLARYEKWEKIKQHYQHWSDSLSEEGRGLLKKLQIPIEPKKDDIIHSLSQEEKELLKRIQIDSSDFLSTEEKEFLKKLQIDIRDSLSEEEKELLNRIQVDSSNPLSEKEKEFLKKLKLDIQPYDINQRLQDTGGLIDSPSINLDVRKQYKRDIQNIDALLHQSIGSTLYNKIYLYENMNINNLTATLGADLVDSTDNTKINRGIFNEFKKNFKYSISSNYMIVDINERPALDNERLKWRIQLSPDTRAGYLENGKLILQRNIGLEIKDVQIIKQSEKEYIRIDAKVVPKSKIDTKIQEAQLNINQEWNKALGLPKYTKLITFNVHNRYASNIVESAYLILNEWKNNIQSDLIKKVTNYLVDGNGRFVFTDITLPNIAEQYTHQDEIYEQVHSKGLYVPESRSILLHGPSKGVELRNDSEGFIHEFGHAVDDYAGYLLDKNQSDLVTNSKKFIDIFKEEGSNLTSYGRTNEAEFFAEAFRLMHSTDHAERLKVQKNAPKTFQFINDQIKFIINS
Rv3671c inh = inhibits the M. tuberculosis serine protease Rv3671c; 320,000 compounds, 0.048% hits; P9WHR9; inhibition, % at 5.96 µM; in the data active means inhibition above about 38%;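 further: extracellular domain of Rv3671c used as enzyme; 0% = enzyme with DMSO and 100% = no enzyme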
BoNT F protease = BoNT F light chain protease inhibition | Multiplex microsphere protease cleavage assay, flow cytometry | inhibition, % at 10 µM | 360,000 compounds, 0.22% hits | AID 588497; in the data active means inhibition above about 35%, passing the limit was not always enough; further: plate controls were buffer without enzyme for full effect and enzyme alone for no effect
VHR inh abs = blocks human VHR1 dual specificity phosphatase | 290,000 compounds, 0.52% hits | AID 1654 | recombinant VHR phosphatase, pNPP absorbance | inhibition, % at 13.3 µM | P51452; in the data active means inhibition above about 50%; further: some compounds called inactive have numbers as strong as hits
Target sequence (P51452 whole entry, looked up): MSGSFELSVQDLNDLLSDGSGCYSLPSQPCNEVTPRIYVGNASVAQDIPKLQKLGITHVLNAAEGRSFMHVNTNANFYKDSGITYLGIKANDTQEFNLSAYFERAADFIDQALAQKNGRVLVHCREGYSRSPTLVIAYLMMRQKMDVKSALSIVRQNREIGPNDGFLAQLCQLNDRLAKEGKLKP
PrPC surface inh = cell surface PrPC inhibition, primary TR-FRET screen. TR-FRET read-out. 370,000 compounds, 0.43% hits. P04156. inhibition, % at 13.8 µM; in the data active means inhibition above about 24%; further: 0% = median of the test wells and 100% = reference compound wells
3CLpro inhibitor = SARS-CoV 3CLpro protease inhibition; AID 1706; P0C6X7; recombinant SARS-CoV 3CLpro, quenched FRET peptide cleavage; 290,000 compounds, 0.14% hits; inhibition, % at 6 µM; in the data active means inhibition above about 12%
MazF activator = MazEF (E. coli) toxin RNase activation; FAM/BHQ RNA-DNA oligo cleavage fluorescence, 5 h; activation, % at 20 µM; 350,000 compounds, 0.32% hits; AID 504720; in the data active means activation above about 50%
Target sequence (P0AE70 whole entry, looked up): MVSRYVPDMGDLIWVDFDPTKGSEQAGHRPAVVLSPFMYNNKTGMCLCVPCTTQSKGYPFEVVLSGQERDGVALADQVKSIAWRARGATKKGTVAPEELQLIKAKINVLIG
CCHFV vOTU inh = blocks the CCHF virus ovarian tumor domain protease. CCHFV vOTU protease, Pep-AMC fluorescence. inhibition, % at 11.5 µM. 370,000 compounds, 0.55% hits. AID 651958; in the data active means inhibition above about 30%; further: 0% = vehicle wells with enzyme and 100% = no enzyme wells
SSB-PriA inh = K. pneumoniae PriA-SSBct interaction inhibition | AlphaScreen SSBct-PriA binding, biotinylated peptide | AID 1272365 | inhibition, % at 33 µM | 430,000 compounds, 0.6% hits; in the data active means inhibition mostly above about 37%, no sharp cut-off; inactive means mostly below about 20%;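 further: plate controls were negative control peptide for no effect and reference peptide for full effect; strong numbers were not always called active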
Starred values were filed as active, the others as inactive; · = no result given; & = joins results of further samples. Unless noted, no stated cut-off is given here; in the data, active means inhibition above about 30%; inconclusive means no clear call, values can overlap the other calls; inactive means below that. The list is partial. The share of hits here may be higher or lower than overall.

SMILES	BoNT A protease	Anthrax LF inh2	Rv3671c inh	BoNT F protease	VHR inh abs	PrPC surface inh	3CLpro inhibitor	MazF activator	CCHFV vOTU inh	SSB-PriA inh
Cc1ccc2[nH]c3c(=S)nc[nH]c3c2c1	1.6	0	-8	-4	26	129*	2	1	4	-18
COc1ccc(N2CC(C(=O)NC3CCCCC3)CC2=O)cc1 (centres undefined)	-1.4	-6	8	6	8	-4	4	-2	8	8
Cc1cc(NC(=O)c2ccc3sc([C@@H]4O[C@H](CO)[C@H](O)[C@H](O)[C@H]4O)nc3c2)n(C)n1	0.0	-5	·	0	·	5	·	·	16	·
O=C(c1ccccc1O)N1N=C(C(F)(F)F)CC1(O)c1ccc([N+](=O)[O-])cc1 (centres undefined)	-18	-12	0	-60	-18	-14	7	2	10	12
CCCCNC(=O)CCCCCNS(=O)(=O)c1ccc(OC)cc1	0.3	1	-2	2	14	-5	-5	0	-9	5
COc1ccc(C(c2c(C)n(C)n(-c3ccccc3)c2=O)c2c(C)n(C)n(-c3ccccc3)c2=O)c(OC)c1OC	-3.3	0	6	-26	15	-8	-1	1	0	-1
CCC1(CC)NC(=O)N(CC(=O)Nc2ccc(-n3cnnn3)cc2)C1=O	-0.5	-12	4	-2	·	2	·	0	-9	-11
COc1cccc(CNc2nn[nH]n2)c1OC	0.1	-1	0	19	3	3	4	5	-2	0
CC(=O)c1ccc(NC2OC(CO)C(O)C(O)C2O)cc1 (centres undefined)	-0.7	2	-2	-18	46	9	-2	6	-3	1
O=C(CCn1c(=S)[nH]c2ccccc2c1=O)NCCCN1CCCC1=O	0.5	0	-3	1	5	0	-4	1	-2	-5
COc1cc(NC(=O)CCc2ccccc2)nc(OC)n1	-1.4	-2	3	-12	0	2	-2	3	-6	-5
Cc1cc(C)c(OCCOCCN(C)C)c(Br)c1	-0.2	0	7	2	-5	-6	5	-4	7	5
CCCc1nnc(NC(=O)CCC(=O)NCc2ccc(Cl)cc2Cl)s1	0.9	1	-9	5	7	-5	3	-2	4	-8
CCOC(=O)[C@@H](C)NS(=O)(=O)N(Cc1ccccc1)[C@H](C(=O)OC)C(C)C	0.2	-2	-7	-9	·	0	·	-3	-3	-5
Cc1ccc(N2CCN(c3ccc([N+](=O)[O-])cn3)CC2)c(C)c1	-0.9	-24	-8	9	31	0	1	8	2	0
O=C(CCNC(=O)c1ccco1)Nc1ccccc1N1CCOCC1	-0.2	-3	-1	2	-14	0	-1	-1	2	-8
CCC(=O)Nc1ccc(C(=O)Nc2c[nH]c(=O)[nH]c2=O)cc1	-0.6	-4	0	-1	-29	-7	2	10	-4	-6
CNCc1cc(Br)c(OCC(=O)Nc2ccccc2OC)c(OC)c1	-0.7	-3	-2	-8	12	-4	-3	6	-6	-4
O=C(O)c1cc(Cl)nc2ccccc12	0.2	4	1	5	9	-4	6	-4	-13	3
CCCCCC(=O)N1CCN(CCN=CC2=C(O)CC(c3cccs3)CC2=O)CC1 (centres undefined)	0.4&3.0	-3&2	-1	-2&6	27	-6&1	-1	3&-7	6&-14	-20&-3
COc1ccc(CC(=O)OCC(=O)Nc2cccc(C(C)=O)c2)cc1OC	-5.2	-5	·	-10	·	7	·	8	10	-6
CC(=O)Nc1ccc(N2Cc3ccccc3C2)cc1	4.6	-4	2	-49	9	3	-5	-38	14	-1
COc1ccc(S(=O)(=O)N2CCC(C(=O)N3CCC(C(N)=O)CC3)CC2)cc1Cl	0.2	-1	3	5	-3	8	0	1	-3	-21
Cc1ccc(C2CC(=O)NC(SCc3ccccc3)=C2C#N)o1 (centres undefined)	-0.5	1	0	-8	-15	·	-4	-5	·	15
CN1CCN(c2nc3c(c(=O)[nH]c(=O)n3C)n2Cc2cccc3ccccc23)CC1	-0.5	-4	-5	-21	14	-4	-8	3	5	-6
CCCOc1ccc(Cn2c(C)nc([N+](=O)[O-])c2SCC(O)COC)cc1[N+](=O)[O-] (centres undefined)	-0.1	-6	-5	-33	28	-17	4	-9	10	-7
COc1ccc(CCNC(=O)C2CC=CCC2C(=O)O)cc1 (centres undefined)	-0.6	-4	4	-11	-9	3	-4	-4	1	1
CCN(CC)S(=O)(=O)c1ccc(NC(=O)c2c(-c3ccccc3)noc2C)cc1	0.4	-4	-22	1	-10	-6	-2	16	6	-2
CCOc1ccc(-c2c(C(=O)N/N=C/c3sccc3C)nnn2-c2nonc2N)cc1	0.7	-1	-11	-6	9	-8	4	0	26	·
O=C(COC(=O)c1ccc(F)cc1)Nc1ccc(Cl)cn1	-0.2	1	11	-2	17	-4	4	1	0	-22
COc1ccc(N2CCN(S(=O)(=O)c3c[nH]c(=O)[nH]c3=O)CC2)cc1	1.5	-2	1	1	·	0	·	4	-2	1
Cc1ccc(SCC(=O)OCC(=O)NC(C)c2ccc(Br)cc2)cc1 (centres undefined)	3.7	-3	0	-1	57*	-3	0	3	15	-23
COc1ccc2nc(CCN(C)C(=O)C3CCC(=O)N(Cc4cccc(F)c4)C3)[nH]c2c1 (centres undefined)	0.7	-1	-2	6	-20	5	-1	3	4	7
COC(C(=O)NNC(=O)CCc1ccccc1)c1ccccc1 (centres undefined)	0.3	-4	3	1	22	-3	-1	-8	1	2
Cc1ccc(N(C)C(=O)c2cc(S(=O)(=O)N3CCc4ccccc43)cn2C)cc1	-0.3	-6	-1	-6	17	12	7	8	11	-6
Cc1nc(SCC(=O)NC2CCCC2)c2c(C)c(C)sc2n1	-0.6	0	5	-2	12	4	-3	4	15	-5
COc1ccc(C)cc1NC(=O)Nc1ccccc1SC	-0.9	-3	0	-1	13	17	-1	7	22	-2
O=c1[nH]c(=O)n(C2CCCCCC2)c(O)c1C=NCC1CCCO1 (centres undefined)	-0.8	-5	3	-23	29	-1	0	-1	12	-11
CN(C(=O)c1cccc(NC(=O)Cc2ccc(NC(=O)C3CCCN(C(=O)C4CCCC4)C3)cc2)c1)C1CCCCC1 (centres undefined)	-0.2	-5	·	-9	·	8	·	-5	9	-11
O=C(O)[C@H]1CCCC[C@H]1C(=O)Nc1ccc(S(=O)(=O)N2CCCCC2)cc1	-1.0	4	-1	-18	-8	-2	-1	1	9	-4
C[C@@H](NC(=O)[C@@H]1CCCN1C(=O)[C@@H]1CCCN1C(=O)c1cccc(Cl)c1)c1ccccc1	0.6	-12	·	-22	·	-12	·	·	10	·
Nc1c(C(=O)NCCc2ccccc2)nnn1Cc1ccc(Cl)cc1	-0.4	3	-1	-2	18	-3	4	9	-6	-5
Cc1ccccc1NC(=O)/C(C#N)=C/c1ccsc1	0.5	-3	-8	3	27	-3	0	1	-15	-13
Cc1ccccc1S(=O)(=O)Cc1ccc(C(=O)NCCCN(C)Cc2ccccc2)o1	-0.7	-3	-2	-6	1	-6	1	5	5	1
CCCCn1c(N)c(N(CCC(C)C)C(=O)COC(=O)c2cccnc2Cl)c(=O)[nH]c1=O	-0.8	0	2	-5	·	0	·	9	8	3
O=C1NC(=O)C(=Cc2cc([N+](=O)[O-])ccc2N2CCCCC2)C(=O)N1	-1.2	-1	6	-3	-18	-16	2	3	11	-10
O=C(NCCCN1CCN(CCCNC(=O)c2ccccc2F)CC1)c1ccccc1F	0.1	10	-6	2	18	-7	8	-5	3	61*
Nc1cc2c(cc1Br)-c1ccc(F)cc1C2O (centres undefined)	-0.7	-2	·	-4	·	1	·	3	3	-7
COc1ccc(-c2nnn(CC(=O)N(CC(=O)NC3CCCC3)c3cccc(C)c3)n2)cc1OC	0.0	-1	-3	-4	32	1	1	-3	-5	3
COc1ccc(NC2CCCN(C(=O)CCN3CCCC3=O)C2)cc1OC (centres undefined)	-0.2	-2	3	4	36	-2	-2	0	8	-6
O=C(COc1ccccc1C(=O)NCC1CCCO1)Nc1ccc(Br)cc1 (centres undefined)	-1.1	-5	-4	-7	2	7	2	5	-3	-11
COc1ccc(CN2CCCC(CO)(Cc3cccc(Cl)c3)C2)cc1OC (centres undefined)	3.6	-8	-5	22	18	-6	-3	16	3	4
COC(=O)c1ccc(C2OCC(C)(C)CO2)cc1	-2.2	-9	1	-4	18	18	4	11	-6	-1
Cc1ccc2c(c1)COc1c3ccc(C(=O)NCC4CC4)cc3nn1-2	-0.6	-11	-17	-4	30	-9	·	1	-15	-3
CCNc1ccccc(C(=O)/C=C/c2ccc3c(c2)OCO3)c1=O	2.8	0	14	-2	14	-6	-1	1	17	14
COc1ccc(NC(=O)C2CC(=O)NC3=C2C(=O)CC(C)(C)C3)cc1 (centres undefined)	-3.4	-8	2	-4	29	1	-5	-3	-6	-4
Cc1cc(Br)c(OCC(=O)NN)c2c1CCC2	·	·	4	·	22	4	-1	5	-3	-5
COc1ccc(CCNC(=O)c2ccccc2N(C)S(=O)(=O)c2ccccc2)cc1	-0.4	1	1	0	-8	1	0	-2	4	-17
Cn1c(SCC(=O)NC(=O)CN2CCCC2=O)nnc1-c1ccc(F)cc1	0.2	-2	6	-5	18	-5	1	1	-15	-11
Nc1nc(COC(=O)CCC(=O)c2ccc(Cl)cc2)nc(Nc2ccccc2)n1	-3.4	-3	-16	2	·	5	·	0	1	-4

Quoted at random: 5 compounds from above, in no set order.
SMILES	BoNT A protease	Anthrax LF inh2	Rv3671c inh	BoNT F protease	VHR inh abs	PrPC surface inh	3CLpro inhibitor	MazF activator	CCHFV vOTU inh	SSB-PriA inh
O=C(NCCCN1CCN(CCCNC(=O)c2ccccc2F)CC1)c1ccccc1F	0.1	10	-6	2	18	-7	8	-5	3	61*
COc1ccc(-c2nnn(CC(=O)N(CC(=O)NC3CCCC3)c3cccc(C)c3)n2)cc1OC	0.0	-1	-3	-4	32	1	1	-3	-5	3
C[C@@H](NC(=O)[C@@H]1CCCN1C(=O)[C@@H]1CCCN1C(=O)c1cccc(Cl)c1)c1ccccc1	0.6	-12	·	-22	·	-12	·	·	10	·
Cc1ccccc1NC(=O)/C(C#N)=C/c1ccsc1	0.5	-3	-8	3	27	-3	0	1	-15	-13
COc1ccc(NC2CCCN(C(=O)CCN3CCCC3=O)C2)cc1OC (centres undefined)	-0.2	-2	3	4	36	-2	-2	0	8	-6

The list continues.
SMILES	BoNT A protease	Anthrax LF inh2	Rv3671c inh	BoNT F protease	VHR inh abs	PrPC surface inh	3CLpro inhibitor	MazF activator	CCHFV vOTU inh	SSB-PriA inh
Cc1ccc(OCC(=O)Nc2ccc(NC(=O)c3ccccc3)cc2)cc1C	-1.6	-3	-17	14	-17	-1	0	-6	11	5
COc1ccc(C(=O)/C=C2\C(=O)Nc3ccc(Br)cc32)cc1	-0.2	-2	·	-6	·	-3	·	-6	-5	-12
COC(=O)c1ccc2nc(-c3ccc(F)cc3)c(Cc3ccc(C)cc3)n2c1	0.9	12	·	-5	·	-1	·	·	0	·
CCOC(=O)[C@H]1[C@H]2COc3ccc(Br)cc3[C@@H]2N2C(=O)CN(Cc3ccccc3)C(=O)[C@@]12C	0.1	-2	-12	-2	·	1	·	3	10	-3
C[C@H](CO)N1C[C@H](C)[C@@H](CN(C)C(=O)Nc2ccccc2)Oc2c(NC(=O)Nc3ccccc3)cccc2C1=O	-2.7	4	3	-21	·	-1	·	5	6	-7
CC(NC(=O)c1ccc(C(=O)c2ccccc2)cc1)c1ccc(S(N)(=O)=O)cc1 (centres undefined)	-1.2	2	·	-4	·	0	·	0	12	3
O=C(C=C(O)c1ccc(Cl)cc1)C(=O)NNC(=O)C(O)(c1ccccc1)c1ccccc1	0.3	2	·	8	·	-3	·	2	7	11
Cc1nc(N2CCC(C)CC2)c2c(C)c(C(=O)Nc3ccccc3C(F)(F)F)sc2n1	-0.3	-1	5	-6	10	6	-2	-2	10	-15
O=C(Nc1nccs1)c1cccc(S(=O)(=O)N2CCOCC2)c1	1.0	2	1	14	·	4	-3	1	-2	5
COc1cc(OC)c(C=O)c(OC(=O)N2CCOCC2)c1	-3.8	8	5	14	14	-3	-1	5	-6	-9
CCc1sc(N)nc1-c1ccccc1	-0.2	-6	-3	1	0	4	-3	0	5	3
Cc1ccc2oc(=O)c3cc(C(=O)NCCN4CCc5ccccc5C4)sc3c2c1	-0.2	3	-2	-6	-7	-11	0	-9	0	-3
CC1(C)CC(=O)C(N=Nc2ccc(Cl)cc2)=C(O)C1	0.1	0	0	-8	3	-10	1	-5	10	3
